IkB sig inh: inhibitors of IkB signaling in ABC-DLBCL cells; ABC-DLBCL IkBa-CBG/CBR dual luciferase ratio, 4 h; response scale: scaled: untreated 0%, proteasome inhibitor 100%; Potency, µM (series often up to 57.1 µM), inactives show top-dose IkBa stabilization activation; hit rate 0.04% among 110,000; AID 445; active = well fitted curve in the direction sought with a large enough effect in the signal ratio, not every such curve was filed as active; inconclusive = small, poorly fitted or top-dose-only effect, or a change in a side signal; the % refers to the signal ratio;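 also: the direction sought is a rising ratio; 0% = basal untreated cells and 100% = reference inhibitor full response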
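Luminescence ratio of IκBα-fused green versus native red beetle luciferase in OCI-Ly3 cells, 4 h post-doxycycline with compound; red signal alone, scaled from basal (0%) to zero light (-100%), flagged nonspecific or cytotoxic effects.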
Peg3 imprint: induces erasure of genomic imprints in mouse ES cells | mouse ES Peg3-LacZ reporter, beta-gal luminescence, 40 h | Potency, µM (titrated, usually from 60.7 µM), for inactives: at the highest dose activity change, positive = activation, usual class: activators | hit rate 0.02% among 110,000;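 also: 0% = negative control wells on the plate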
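Imprint erasure is scored as LacZ activity from the silenced maternal Peg3 allele in feeder-free female ES cells cultured 40 h with LIF. Luminescence is normalized to in-plate negative controls and fitted to the Hill equation.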
p53ts 39C tox: p53ts cell cytotoxicity, nonpermissive temperature. H1299-p53A138V viability at 39C, ATP luminescence, 24 h. Potency, µM (doses to about 46.1 µM), for inactives: top-dose activity change, negative = cell killing, most hits filed as cytotoxic. hit rate 1.5% among 130,000. AID 902; also: nearly all actives have a fitted effect of over 55% in size
p53ts 32C kill: kills p53ts cells at the permissive temperature. H1299-p53A138V at 32C, ATP luminescence viability, 24 h. Potency, µM (doses to about 46.1 µM), without a hit: top-dose activity change, negative = cytotoxicity, hits mostly cytotoxic. hit rate 0.93% among 130,000;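 also: 0% = DMSO and -100% = full killing by reference compound; nearly all actives have a fitted effect of over 55% in size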
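ATP-content luminescence (ATPlite) read-out after 24 h compound exposure at 32C in H1299-p53A138V cells (600/well). Tested up to 46 uM. Normalized to DMSO (0%) and 100 uM tamoxifen (100% killing); Hill-fit AC50.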
Active calls of the source: *; ? = inconclusive; . = no result given; [ ] = remark or other dose. Unless noted, calls follow the shape of the dose curve; as a rule, active = well fitted curve in the direction sought with a large enough effect; inconclusive = small, poorly fitted or top-dose-only effect, or another doubt; inactive = no such curve, though single readings can be large; an effect the other way counts as inactive or inconclusive. Unless noted, % is scaled to controls: 0 for no effect and ±100 for the full control effect; potency is read from the fitted curve at half-maximal effect. Hits appear at their usual frequency. Share with any hit: about 1.8%.

nr	SMILES	Peg3 imprint	p53ts 32C kill	IkB sig inh	p53ts 39C tox
1	Cc1cccc(OCC(=O)Nc2cccc(C(=O)OCc3cc(=O)n4c(C)csc4n3)c2)c1	-12%[10.9 µM]	-7%	?	-25%
2	Nc1ccc(N=Nc2ccc(-c3ccc(O)cc3)cc2)c2ccc(S(=O)(=O)O)cc12	-12%[10.9 µM]	1%[9.22 µM]	-3.3%[11.4 µM]	3%[9.22 µM]
3	CCOc1ccc(NC(=O)C2CC(=O)N3CCCN=C3S2)cc1 (stereo not drawn)	0%	8%	0.0%	11%
4	CCC(=O)Nc1c(OC(=O)CC)ccc2c(C)cc(=O)oc12	14%	-4%	0.9%	21%
5	Cc1ccc(-c2nnc(Nc3ccc(OCC(N)=O)cc3)c3ccccc23)cc1S(=O)(=O)NCC1CCCO1 (stereo not drawn)	15%[10.9 µM]	17%	?	41%[activator]
6	COc1ccc(-c2cc(C(=O)NCCc3ccccc3)c3c(-c4ccc(Cl)cc4)[nH]nc3n2)cc1	-27%[10.9 µM]	13µM*	4.1%	13µM*
7	Cc1nc(-c2ccc(S(=O)(=O)N3CCN(c4cccc(C(F)(F)F)c4)CC3)cc2)co1	-6%[10.9 µM]	-4%	0.1%	-17%
8	Cn1c(=O)oc2cc(S(=O)(=O)N3CCc4ccccc4C3)ccc21	1%	12%	2.3%	18%
9	CC(=O)c1cccc(NC(=O)CN2C(=O)c3cccnc3Sc3ccccc32)c1	-15%[10.9 µM]	4%	?	-17%
10	O=C(Nc1ccc(Cl)cc1)N(Cc1cccs1)Cc1cccs1	-5%	-1%	2.5%	-7%
11	Cc1ccc(C(=O)NC(=S)/C=C2\N(C)c3ccccc3C2(C)C)cc1	.	-5%	.	-7%
12	Cc1nn(C(=O)c2ccc(Cl)cc2)c(C)c1Sc1ccc(Cl)cc1	-9%[10.9 µM]	11%	14%	18%
13	CC1CCCCN1CCNC(=O)C1CCN(S(=O)(=O)c2cccc3cccnc23)CC1 (stereo not drawn)	-12%	0%	-2.5%	1%
14	CCOc1ccc(C(=O)Nc2nncs2)cc1OCC	-3%	3%	-2.3%	0%
15	CCOC(=O)c1cnn(-c2ccc(C(=O)Nc3cc(OC)c(OC)c(OC)c3)cc2)c1N	-8%[10.9 µM]	8%	?	20%
16	CCC(=O)Nc1nc2ccccc2n1Cc1ccc(C)cc1	.	17%	.	0%
17	CCCCOc1cccc(C(=O)N(Cc2ccc(N(C)C)cc2)C2CCS(=O)(=O)C2)c1 (stereo not drawn)	-9%[10.9 µM]	3%	-1.6%	-1%
18	O=C(c1cccc(F)c1)N1C2C=CC(C2)C1(C(F)(F)F)C(F)(F)F (stereo not drawn)	-2%	-5%	0.8%	-4%
19	CCOc1cc(C(N)=O)cc(OCC)c1OCC	-7%	8%	-0.4%	11%
20	CCOC(=O)C1CCN(CC(O)COc2ccc(C(C)(C)CC)cc2)CC1 (stereo not drawn)	-16%	7%	-4.2%	-7%
21	Cc1ccc2c(c1)c(C)c(C)n2CC(O)Cn1nc(C)c(Br)c1C (stereo not drawn)	-7%	1%	-0.8%	-11%
22	CCOC(=O)N1CCc2c(sc(NCc3cccs3)c2C(=O)Nc2cc(OC)ccc2OC)C1	-10%[10.9 µM]	4%	-2.1%	35%[activator]
23	COc1ccc(Nc2ncnc3c2cnn3C)c(OC)c1	-12%[10.9 µM]	2%	-3.2%	-3%
24	Cc1oc2c(C)c3oc(=O)c4c(c3cc2c1C)CCC4	0%	2%	1.3%	14%
25	Cc1noc(C)c1-c1cc(Nc2ccc(F)cc2)ncn1	1%	19%	-3.9%[11.4 µM]	-6%
26	Cc1ccc(S(=O)(=O)NCCc2csc(-c3ccc(Cl)cc3)n2)cc1	-17%[10.9 µM]	-1%	?	18%
27	CCCN1/C(=C(/C#N)C2=NS(=O)(=O)c3ccccc32)N(C)c2ccccc21	-9%	-5%	1.0%	6%
28	COc1ccc(Cl)cc1NC(=O)Cn1nnc2sc3c(c2c1=O)CCC(C(C)(C)C)C3 (stereo not drawn)	-12%[10.9 µM]	-3%	1.0%	-22%
29	COc1ccc(N2CC(NC(=O)Cc3cccs3)CC2=O)cc1OC (stereo not drawn)	-1%[10.9 µM]	-4%	1.8%	9%
30	COc1ccc(OC)c(CCNC(=O)CCCc2nnc3n(C)c(=O)c4sccc4n23)c1	24%[10.9 µM]	2%	-1.5%	-9%

The results go on:
nr	SMILES	Peg3 imprint	p53ts 32C kill	IkB sig inh	p53ts 39C tox
31	COc1ccc(NC(=O)c2ccccc2C)c(OC)c1	-16%	0%	3.0%	-10%
32	CC(C)OC(=O)CSc1ncnc2c1cnn2Cc1ccccc1	-12%	-5%	3.9%	13%
33	Cc1ccccc1CN1CCCNC1=O	-1%	5%	-1.0%	18%
34	O=C(Nc1cnn(Cc2ccc(Cl)cc2Cl)c1)c1noc2c1CCc1ccccc1-2	12%[10.9 µM]	10%	?	-3%
35	Cc1ccc(C(=O)N2c3ccc(C)cc3C(C)(c3ccccc3)CC2(C)C)cc1 (stereo not drawn)	-13%[10.9 µM]	11%	?	-4%
36	O=C(CCSCc1ccccc1Cl)NCCc1ccccc1	-10%[10.9 µM]	-8%	?	-25%
37	Cc1nn(-c2ccccc2)c2nc(C3CC3)cc(C(=O)Nc3ccccc3F)c12	-5%[10.9 µM]	17%	-0.3%	-22%
38	CCOc1ccc(NC(=O)c2ccc3c(c2)CCN3S(=O)(=O)c2ccc(Cl)cc2)cc1	-33%[inhibitor][10.9 µM]	0%	?	4%
39	CCCSC1=C(C#N)C(c2ccccc2C)CC(=O)N1 (stereo not drawn)	-8%	-3%	0.1%	-2%
40	COc1ccccc1OC(C)C(=O)N1CCC(c2nc3ccccc3s2)CC1 (stereo not drawn)	-6%[10.9 µM]	-4%	?	-3%
41	CCC1CN(C(=O)Nc2cccc(OC)c2)c2ccccc2O1 (stereo not drawn)	-21%[10.9 µM]	2%	-0.4%	?
42	CCOC(=O)c1ccc(N2Cc3ccccc3C2)cc1O	-33%[inhibitor]	-11%	3.7%	-12%
43	O=C(CCCn1c(=S)[nH]c2ccccc2c1=O)N1CCCCC1	-12%	5%	7.3%	-1%
44	O=C(CN1CCC(n2nnc3cc(F)ccc32)CC1)NCCc1ccccc1	.	0%	.	-2%
45	O=C(O)CP(=O)(O)O	-2%[10.9 µM]	-2%[9.22 µM]	0.2%[11.4 µM]	1%[9.22 µM]
46	O=C(Cc1ccc(Cl)cc1)Nc1ccccc1CO	.	-10%	.	-9%
47	COc1ccc(Cn2c(C(=O)O)c(CNCCc3ccco3)c3ccc(OC)cc32)cc1	-9%[10.9 µM]	-1%	-0.7%	-21%
48	O=C(c1ccncc1)N1CCC2(CC1)CN(c1ccc(-c3ccccc3)cc1)C2	.	-8%	17%[11.4 µM]	-23%
49	CCC(Sc1nnnn1-c1ccccc1)C(=O)Nc1nc2ccccc2s1 (stereo not drawn)	2%	13%	?	23%
50	CCOC(=O)C(C)Sc1ncnc2c1nnn2-c1ccc(F)cc1 (stereo not drawn)	.	-8%	.	-8%
51	Cc1cc(C(=O)COC(=O)Cn2cnc3c2c(=O)n(C)c(=O)n3C)c(C)n1C	-4%	-13%	-0.1%	-2%
52	COc1cccc(CNC(=O)CCc2c(C)c3cc4c(C)c(C)oc4cc3oc2=O)c1	9%[10.9 µM]	10%	0.0%	-12%
53	CCN(CC)S(=O)(=O)c1ccc2[nH]cc(C(=O)NCCN3CCCCCC3)c(=O)c2c1	-10%	-5%	0.2%	-4%
54	O=C(CN(Cc1ccco1)C(=O)c1cc(=O)[nH]c2ccccc12)Nc1ccccc1Br	-11%	23%	0.2%	2%
55	COCCNC(=O)C1CCC(CNS(=O)(=O)c2ccc3c(c2)CC(C)N3C(C)=O)CC1 (stereo not drawn)	-14%[10.9 µM]	3%	-0.3%	1%
56	Cn1ncc(Br)c1C(=O)OCC(=O)Nc1nc(-c2ccccc2)cs1	.	-10%	.	4%
57	CCC(Sc1nnnn1-c1ccccc1)C(=O)NC(C)c1ccccc1 (stereo not drawn)	?	16%	2.7%	33%[activator]
58	COc1ccc(-c2ccc3c(n2)CCCN3C[C@H](O)CN2CCCc3nc(C)c(C)cc32)cc1	.	-4%[9.22 µM]	.	11%[9.22 µM]
59	Cc1cc(NC(=O)c2ccc3nc(-c4ccccc4)c(-c4ccccc4)nc3c2)no1	-11%	4%	-1.1%	6%
60	Cc1ccc(-n2nc3c(=O)n(CC(=O)Nc4ccccc4F)nc(C)c3c2C)c(C)c1	-8%[10.9 µM]	4%	?	-9%

Compound profiles, as listed above:
Shown for CCOC(=O)c1ccc(N2Cc3ccccc3C2)cc1O = Peg3 imprint = -33%[inhibitor]; p53ts 32C kill = -11%; IkB sig inh = 3.7%; p53ts 39C tox = -12%
Shown for CCOc1ccc(NC(=O)c2ccc3c(c2)CCN3S(=O)(=O)c2ccc(Cl)cc2)cc1 = Peg3 imprint = -33%[inhibitor][10.9 µM]; p53ts 32C kill = 0%; IkB sig inh = ?; p53ts 39C tox = 4%
Shown for O=C(c1ccncc1)N1CCC2(CC1)CN(c1ccc(-c3ccccc3)cc1)C2 = Peg3 imprint = .; p53ts 32C kill = -8%; IkB sig inh = 17%[11.4 µM]; p53ts 39C tox = -23%

Next part
nr	SMILES	Peg3 imprint	p53ts 32C kill	IkB sig inh	p53ts 39C tox
61	COc1ccc(-c2noc(-c3ccccc3F)n2)cc1	-77%[inhibitor]	?	?	?
62	COC(=O)[C@@H]1C[C@@]2(O)[C@H](O)[C@H](O)[C@H](O)C[C@H]2N1Cc1ccc(N2CCN(C)CC2)cc1	-5%	11%	.	-8%
63	Cc1cccc(OCc2nnc(SCc3cc(=O)n4cc(Br)ccc4n3)o2)c1	-5%	-1%	?	11%
64	O=C(Cc1cccs1)Nc1nnc(SCC(=O)N2CCCCC2)s1	-7%	2%	0.6%	-11%
65	O=C(CCCCCN1C(=O)c2ccccc2C1=O)Nc1ccc(S(=O)(=O)N2CCCCC2)cc1	-24%	19%	?	-12%
66	CCCCN(C)C(=O)c1ccc(CS(=O)(=O)c2ccccc2C)o1	-11%	6%	-2.4%	7%
67	CC(=O)N1CCCc2ccc(NC(=O)c3ccc(OC(C)C)cc3)cc21	-6%[10.9 µM]	?	?	?
68	CCNC(=O)C1CCN(S(=O)(=O)c2ccc(F)cc2)CC1	7%	11%	0.3%	2%
69	Cc1cc(F)ccc1NC(=O)C1CCCN(S(=O)(=O)c2ccc3c(c2)CCCC(=O)N3)C1 (stereo not drawn)	-6%[10.9 µM]	-12%	0.2%	1%
70	CSCCC(NS(=O)(=O)c1ccc(Cl)cc1)C(=O)OCC(=O)N1CCOCC1 (stereo not drawn)	-1%	-1%	0.4%	-17%
71	O=C(c1ccccc1S(=O)(=O)NCc1ccccc1)N1CCCCC1	-1%	0%	-1.8%	1%
72	COc1ccc(-c2nnc3sc(-c4ccco4)nn23)cc1OC	-10%	10%	?	11%
73	CCc1ccccc1NC(=O)CCOc1ccccc1	-3%[10.9 µM]	8%	?	-24%
74	CCN(CC)CCCN(C(C)=O)c1nc(-c2cc(OC)ccc2OC)cs1	-12%	0%	0.6%	-6%
75	c1ccc2c(CCNc3ncnc4nc[nH]c34)cccc2c1	.	6%	.	9%
76	O=C(NC1CCCCCC1)C1CCCN(S(=O)(=O)c2cccs2)C1 (stereo not drawn)	-18%	-22%	-1.6%	-12%
77	Cc1ccccc1-c1noc(-c2cc(C(C)C)[nH]n2)n1	-5%[10.9 µM]	-17%	?	-24%
78	Cn1c(=O)cc(OCCCC(=O)N2CCCCC2)c2ccccc21	-19%	-4%	5.2%	-15%
79	Cc1ccc2nc(CN3CCN(C(=O)Nc4ccc(C)c(F)c4)CC3)oc2c1	10%[10.9 µM]	3%	?	-12%
80	O=C(c1ccncc1)N1CCC[C@@]2(CCN(Cc3ccncc3)C2)C1	.	-11%	-0.1%[11.4 µM]	-9%
81	CCOC(=O)N1CCN(CCC(=O)Nc2ccc(OC(F)(F)F)cc2)CC1	-13%	-7%	-0.5%	-11%
82	Fc1ccc(-c2nc3nc4ccccc4nc3n2Cc2ccco2)cc1	-31%[inhibitor]	-19%	?	-13%
83	CC(=O)c1cc2c(cc1NC(=O)CSc1nnc(C)s1)OCO2	6%	-1%	0.3%	16%
